Pf apPOL inh = Pf-apPOL DNA polymerase inhibition | Recombinant Pf-apPOL, molecular beacon fluorescence, 1.5 h | inhibition, % at 10 µM | 210,000 compounds, 0.25% hits | AID 1794808
mHTT-CaM PPI inh = inhibitors of human mutant huntingtin-calmodulin interaction | AlphaScreen His-mHTT/GST-CaM binding, luminescence | inhibition, % at 15 µM | 190,000 compounds, 3.6% hits | P42858 | AID 1671202;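 note: 0% = both proteins with DMSO and 100% = one protein alone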
Target sequence (P42858 whole entry, looked up, stated change not applied): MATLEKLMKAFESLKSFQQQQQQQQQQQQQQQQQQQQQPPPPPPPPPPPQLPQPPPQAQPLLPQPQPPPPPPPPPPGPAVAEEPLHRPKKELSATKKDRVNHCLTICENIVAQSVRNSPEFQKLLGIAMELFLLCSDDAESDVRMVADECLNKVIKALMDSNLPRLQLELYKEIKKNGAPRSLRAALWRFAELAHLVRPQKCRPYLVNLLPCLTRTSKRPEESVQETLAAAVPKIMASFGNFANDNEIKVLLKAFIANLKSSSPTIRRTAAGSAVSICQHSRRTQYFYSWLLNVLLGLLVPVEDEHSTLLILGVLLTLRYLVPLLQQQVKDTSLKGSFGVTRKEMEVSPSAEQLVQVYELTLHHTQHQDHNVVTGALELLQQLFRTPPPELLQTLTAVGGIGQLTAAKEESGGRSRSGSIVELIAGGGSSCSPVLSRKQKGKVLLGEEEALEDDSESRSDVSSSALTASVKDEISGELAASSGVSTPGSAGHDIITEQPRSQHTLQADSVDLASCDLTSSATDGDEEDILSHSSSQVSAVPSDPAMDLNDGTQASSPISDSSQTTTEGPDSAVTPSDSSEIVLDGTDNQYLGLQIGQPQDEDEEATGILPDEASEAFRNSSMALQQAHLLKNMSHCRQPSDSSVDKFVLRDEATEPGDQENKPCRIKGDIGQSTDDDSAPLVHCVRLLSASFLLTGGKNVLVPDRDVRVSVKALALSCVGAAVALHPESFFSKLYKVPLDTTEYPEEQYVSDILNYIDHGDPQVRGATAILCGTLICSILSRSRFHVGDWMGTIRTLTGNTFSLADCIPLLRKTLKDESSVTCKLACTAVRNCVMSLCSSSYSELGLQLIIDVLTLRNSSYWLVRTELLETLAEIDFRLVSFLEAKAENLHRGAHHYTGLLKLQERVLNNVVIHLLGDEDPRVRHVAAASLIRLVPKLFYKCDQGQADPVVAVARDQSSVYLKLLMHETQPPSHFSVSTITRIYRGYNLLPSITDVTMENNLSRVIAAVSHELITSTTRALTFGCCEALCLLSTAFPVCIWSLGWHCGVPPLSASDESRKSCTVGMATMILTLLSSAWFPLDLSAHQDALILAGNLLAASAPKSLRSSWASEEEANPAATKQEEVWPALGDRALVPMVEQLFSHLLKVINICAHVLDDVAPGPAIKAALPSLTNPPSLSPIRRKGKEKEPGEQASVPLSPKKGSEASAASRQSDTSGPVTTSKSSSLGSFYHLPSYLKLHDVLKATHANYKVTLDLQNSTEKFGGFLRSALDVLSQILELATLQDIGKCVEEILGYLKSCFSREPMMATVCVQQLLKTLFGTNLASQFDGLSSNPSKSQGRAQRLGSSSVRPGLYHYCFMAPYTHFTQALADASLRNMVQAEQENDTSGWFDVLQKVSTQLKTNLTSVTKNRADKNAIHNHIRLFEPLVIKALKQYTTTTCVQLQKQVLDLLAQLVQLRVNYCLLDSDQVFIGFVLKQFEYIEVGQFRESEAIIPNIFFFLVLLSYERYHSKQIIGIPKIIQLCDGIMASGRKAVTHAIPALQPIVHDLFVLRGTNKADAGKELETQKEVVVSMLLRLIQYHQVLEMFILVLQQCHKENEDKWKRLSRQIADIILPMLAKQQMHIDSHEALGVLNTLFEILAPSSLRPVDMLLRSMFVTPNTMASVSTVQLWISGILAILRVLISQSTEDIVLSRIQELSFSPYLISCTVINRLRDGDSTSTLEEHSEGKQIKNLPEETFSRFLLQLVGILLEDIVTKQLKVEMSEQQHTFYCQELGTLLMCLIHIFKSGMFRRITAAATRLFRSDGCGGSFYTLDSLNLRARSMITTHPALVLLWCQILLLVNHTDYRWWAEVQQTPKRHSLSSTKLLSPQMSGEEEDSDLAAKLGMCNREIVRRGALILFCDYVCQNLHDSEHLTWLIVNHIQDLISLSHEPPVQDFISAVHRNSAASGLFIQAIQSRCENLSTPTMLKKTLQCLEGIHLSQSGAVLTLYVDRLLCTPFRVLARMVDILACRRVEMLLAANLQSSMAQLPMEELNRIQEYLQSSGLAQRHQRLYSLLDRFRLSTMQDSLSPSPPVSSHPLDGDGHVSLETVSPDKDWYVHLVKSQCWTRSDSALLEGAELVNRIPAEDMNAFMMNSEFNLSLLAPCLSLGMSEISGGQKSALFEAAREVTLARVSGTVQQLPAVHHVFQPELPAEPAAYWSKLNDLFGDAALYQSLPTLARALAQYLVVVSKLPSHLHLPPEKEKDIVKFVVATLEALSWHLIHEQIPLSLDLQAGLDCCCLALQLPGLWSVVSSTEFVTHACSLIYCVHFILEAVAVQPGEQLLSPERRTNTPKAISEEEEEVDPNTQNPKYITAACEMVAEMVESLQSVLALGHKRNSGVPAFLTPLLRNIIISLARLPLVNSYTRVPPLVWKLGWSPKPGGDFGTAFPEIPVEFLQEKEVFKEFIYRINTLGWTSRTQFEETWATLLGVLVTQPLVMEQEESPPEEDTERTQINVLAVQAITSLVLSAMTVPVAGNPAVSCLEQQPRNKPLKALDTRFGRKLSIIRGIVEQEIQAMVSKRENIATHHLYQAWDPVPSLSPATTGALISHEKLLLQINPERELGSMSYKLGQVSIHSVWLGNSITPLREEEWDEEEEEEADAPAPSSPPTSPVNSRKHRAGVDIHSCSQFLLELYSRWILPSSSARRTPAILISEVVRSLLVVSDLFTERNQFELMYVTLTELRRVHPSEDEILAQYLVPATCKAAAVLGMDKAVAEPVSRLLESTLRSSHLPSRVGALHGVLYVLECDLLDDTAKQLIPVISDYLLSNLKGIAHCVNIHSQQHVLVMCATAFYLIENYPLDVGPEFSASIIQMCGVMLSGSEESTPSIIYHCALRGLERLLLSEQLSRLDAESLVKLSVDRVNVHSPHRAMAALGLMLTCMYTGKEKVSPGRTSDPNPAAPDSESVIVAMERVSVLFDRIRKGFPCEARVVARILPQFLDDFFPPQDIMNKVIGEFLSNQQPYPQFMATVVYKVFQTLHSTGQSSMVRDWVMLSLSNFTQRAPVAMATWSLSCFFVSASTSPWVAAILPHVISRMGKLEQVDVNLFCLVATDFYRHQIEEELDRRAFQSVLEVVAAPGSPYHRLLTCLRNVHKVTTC
* = called active by the depositor; . = not tested or not shown; & = joins results of further samples. Cut-off read from the data, not from the text of the source: active = inhibition above about 50%; inactive = the rest.

Results follow in this order: Pf apPOL inh, mHTT-CaM PPI inh
#1 Cc1c(N2C(=O)CCCC2=O)c(=O)n(-c2ccccc2)n1C
 : -5, -5
#2 CCOc1ccccc1/C=C1\C(=O)Nc2ccc(Br)cc21
 : 1, 63*
#3 CC(C)NC(=O)C1CC(=O)N(CCc2c[nH]c3ccc(F)cc23)C1 (configuration not stated)
 : -6, 11
#4 CCCc1cc(NCCCO)n2c(nc3ccccc32)c1C#N
 : 2, 11
#5 CC(=O)NC(CCS(C)(=O)=O)C(=O)Nc1c(F)cccc1F (configuration not stated)
 : -2, 1
#6 O=C(CCc1csc2nc(C3CC3)cn12)Nc1nc2ccccc2s1
 : -11, 0
#7 O=C(NC1CCCC1)c1ccc(CSc2ccccc2)cc1
 : -15, -5
#8 N#Cc1ccsc1NC(=O)CN1C(=O)CCC1=O
 : -5, -6
#9 COC(=O)C1CCCCN1C(=O)CSc1ccccc1 (configuration not stated)
 : 4, -7
#10 O=S(=O)(Nc1ccccc1Br)c1ccccc1
 : 12, -11
#11 CCn1cnnc1C1CCCN(C(=O)CCc2c[nH]c3ccccc23)C1 (configuration not stated)
 : 2, 14
#12 O=C(CCNS(=O)(=O)c1ccc(Br)s1)N1CCc2ccccc2C1
 : -1, -2
#13 COCN(C#N)c1nc(N(C)C)nc(N(C)C)n1
 : 2, 3
#14 COc1cc(C2CC(=O)Nc3n[nH]c(C)c32)ccc1OCC(N)=O (configuration not stated)
 : -3, 2
#15 CC1=C(CCN2CCN(C)CC2)C(C)(C)CCC1
 : 1, 3
#16 Cc1ccc(/C=C2\NC(=O)N(Cc3ccc(Br)cc3)C2=O)cc1
 : -2, -5
#17 Cc1ccc(NC(=O)Cn2ccc3c(C)nn(C)c3c2=O)c(C)c1
 : 0, -2
#18 CC(C)c1noc(CN2CCCN(Cc3ccc(Cl)cc3)CC2)n1
 : 0, 6
#19 CCC(=O)N1CCC(Cc2nc3cccnc3n2C(C)C)C1 (configuration not stated)
 : -1, 3
#20 Cc1noc(-c2cccnc2N2CCCN(C(=O)c3cccc(F)c3)CC2)n1
 : -8, 3

The list continues.
Results follow in this order: Pf apPOL inh, mHTT-CaM PPI inh
#21 CCCc1c(C)c2ccccc2[nH]c1=O
 : -7, -5
#22 CCC(C)NC(=O)CNC(=O)c1nn(-c2ccc(OC)c(Cl)c2)c(=O)c2ccccc12 (configuration not stated)
 : 1, 39
#23 CSc1ccc(N2CC(c3nnc(NC(=O)c4ccccc4)o3)CC2=O)cc1 (configuration not stated)
 : -4, 12
#24 COc1cc(C(=O)Nc2nnc(C(C)(C)C)s2)cc(OC)c1OC
 : -9, 6
#25 Cc1cccc(CNC(=O)c2nn(C)c3c2CN(C(=O)C2CCC2)CC3)c1
 : -10, 37
#26 CCOCCCNC(=O)c1cnn2c(C(F)(F)F)cc(-c3ccco3)nc12
 : -7, -4
#27 Cc1ccccc1C(=O)N1C(C(=O)NCC2CCCO2)COC12CCC(C)CC2 (configuration not stated)
 : -4, 1
#28 CCN(CC)CCNC(=O)c1sc2ccccc2c1Cl
 : -1, -1
#29 O=C(c1nnc(N2CCCCC2)c2ccccc12)N1CCN(c2ccccc2)CC1
 : -4, 14
#30 CC1(C)CC(=O)C(C2CC(c3ccccc3)OC3=C2C(=O)CC(C)(C)C3)C(=O)C1 (configuration not stated)
 : -1, 0
#31 O=C(c1cc(-c2cccs2)on1)N1CCCC1c1ccccc1F (configuration not stated)
 : -6, 4
#32 CC1=C(C(=O)Nc2cc(C(F)(F)F)ccc2Cl)C2(CCCCC2)OC1=O
 : -5, 1
#33 CCOC(=O)N1CCN(C(=O)CN(c2ccc(C)cc2)S(=O)(=O)c2ccc(OC)cc2)CC1
 : -1, 20
#34 CNC(=O)c1cc(N2CCCC2)nc2c(C)cccc12
 : -1, -11
#35 CCc1ccc(CN2CCC(N3CCN(CCO)CC3)CC2)cc1
 : 3, 11
#36 COc1cccc(-c2cc(C3CCN(C(=O)Nc4ccc(OC)cc4OC)CC3)[nH]n2)c1
 : 2, 32
#37 COc1ccccc1Nc1ncnc2c1nc1n2CCCC1
 : 1, -3
#38 CCOc1ccc(N(CC(=O)Nc2cccc(OC)c2)S(C)(=O)=O)cc1
 : -1, 2
#39 COc1ccc(OC)c(/C=C(\C#N)c2nc(-c3ccc(OC)c(OC)c3)cs2)c1
 : -2, 16
#40 O=c1c2[nH]cnc2ncn1Cc1ccc([N+](=O)[O-])cc1
 : 0, -7

(next part)
Results follow in this order: Pf apPOL inh, mHTT-CaM PPI inh
#41 COc1ccc(C(CC(=O)O)NC(=O)c2ccc(F)cc2)cc1OC (configuration not stated)
 : -6, -4
#42 Cc1ccc(S(=O)(=O)c2ncsc2Sc2ccc([N+](=O)[O-])cc2[N+](=O)[O-])cc1
 : 1, .
#43 Cc1nn(-c2nc3ccccc3[nH]2)c2c1C(=O)CC(c1ccccc1)C2 (configuration not stated)
 : -2, -2
#44 Cc1c(-c2ccc(-c3ccccc3F)cc2)nc2ccc(F)cc2c1C(=O)O
 : 6, .
#45 O=C(CCN1C(=O)SC(=CC=Cc2ccccc2)C1=O)Nc1ccc(O)cc1
 : -9, 47
#46 CC(=O)C1C(=O)c2ccc(Br)cc2C1=O (configuration not stated)
 : ., 1
#47 COCC(C)NC(=O)c1ccc(NC(C)=O)cc1 (configuration not stated)
 : -2, -2
#48 NC(=Nc1nc2ccccc2o1)NC(=O)c1cccc(F)c1
 : -5, -3
#49 O=C(Nc1ccc(F)cc1F)N1CCC2(CC1)Nc1cc(F)ccc1-n1cccc12
 : 1, 50
#50 CCC(CO)NS(=O)(=O)c1cc(-c2nn(C)c(=O)c3ccccc23)ccc1C (configuration not stated)
 : 0, 4
#51 COc1cc2c(C(=O)Nc3ccccn3)cn(CC(C)C)c(=O)c2cc1OC
 : -4, 5
#52 CC1CN(C(=O)c2ccc3ccccc3n2)CC1c1nc(-c2cccnc2)no1 (configuration not stated)
 : -7, 4
#53 CC1(C)c2cc(O)ccc2OC1N1CCOCC1 (configuration not stated)
 : -2, .
#54 CNC(=O)c1ccc2c(c1)CCN2C(=O)C1CC1
 : -7, 0
#55 COc1ccccc1NC(=O)CC1CCCCC1
 : -23, -9
#56 CCOC(=O)c1nc(N2CCCC2)c2oc3ccccc3c2n1
 : -4, 2
#57 O=C(CSc1nc2ccccc2[nH]1)c1ccc2c(c1)OCO2
 : -2, 8
#58 CC(C)(C)c1ccc(C(=O)N2CCC(=O)N([C@H](COCc3ccccc3)Cc3ccccc3)CC2)cc1
 : -6, 7
#59 COc1ccccc1-c1nc(C2CCN(C(=O)CNC(=O)c3ccc(C)cc3)CC2)no1
 : -2, 12
#60 N#CC1=C(N)Oc2n[nH]c(-c3ccc(F)cc3)c2C1c1ccncc1 (configuration not stated)
 : -2, 2

Next part
Results follow in this order: Pf apPOL inh, mHTT-CaM PPI inh
#61 Cn1c(=O)c(-c2nc(-c3cccc(F)c3)no2)c(O)c2ccc(F)cc21
 : 2, -4
#62 CCN1CCN(C(=O)c2cccc(Br)c2)CC1
 : 6, -2
#63 O=C(CN1CCCCC1)Nc1nc2ccc([N+](=O)[O-])cc2s1
 : -6, 0
#64 Cc1c(C(=O)NCc2nnc(SCC(=O)NC3CCCC3)o2)cccc1[N+](=O)[O-]
 : -2, -16
#65 CCCC(=O)N1CCN(Cc2noc3ccccc23)CC1
 : -2, -3
#66 Cc1cc(C)cc(N2C(=O)C3N=NN(c4ccc(F)c(Cl)c4)C3C2=O)c1 (configuration not stated)
 : -1, 30
#67 N#CC1=C(N)OC2=C(C(=O)CCC2)C1c1ccc(Br)s1 (configuration not stated)
 : -3, 1&8
#68 CN1CCN(C(=O)c2cc3c(=O)oc4ccccc4c3s2)CC1
 : -1, 0
#69 O=C(Nc1ccc2c(c1)CN(S(=O)(=O)c1ccccc1)CC2)c1ccc2c(c1)OCO2
 : -6, 10
#70 O=[N+]([O-])c1ccc(-c2nc(NCCCO)c3ccccc3n2)cc1
 : -4, 0
#71 Cc1ccc(CNC(=O)C2(C)CCCN(C(=O)c3cccc(C)c3)C2)cc1 (configuration not stated)
 : -1, 8
#72 Cn1c(-c2ccccn2)nn(CCNS(=O)(=O)c2ccc(F)cc2F)c1=O
 : -12, -16
#73 CCn1c(=N)c(C(=O)NC)cc2c(=O)n3cccc(C)c3nc21
 : -2, 7
#74 C=CC[n+]1c2cc(Cl)c(Cl)cc2c(C)n1C
 : 2, -5
#75 COc1cccc(CC(=O)N2CCC(c3nncn3C(C)C)CC2)c1
 : 4, -4
#76 COc1ccc(/C(C#N)=C/c2cccc(Br)c2)cc1OC
 : -9, -208
#77 COc1ccc(-c2ccc(=O)n(Cc3nc(-c4ccccc4Br)no3)n2)cc1
 : -3, -18
#78 CCOc1cc(C2C3=C(CC(C)(C)CC3=O)Nc3ccc4ncccc4c32)ccc1O (configuration not stated)
 : -16, 25
#79 O=C(NC1(C(F)(F)F)Oc2cc(Cl)c(Cl)cc2O1)N1CCCC1
 : 1, 9
#80 CCOC(=O)CN1CC23C=CC(O2)C(C(=O)NCc2cccs2)C3C1=O (configuration not stated)
 : 3, -8

Values by screen from above.
mHTT-CaM PPI inh, entries 27 to 35 → 1, -1, 14, 0, 4, 1, 20, -11, 11
Pf apPOL inh, entries 27 to 35 → -4, -1, -4, -1, -6, -5, -1, -1, 3

Part of the list above in order of length of the SMILES, largest number first:
Results follow in this order: Pf apPOL inh, mHTT-CaM PPI inh
#66 Cc1cc(C)cc(N2C(=O)C3N=NN(c4ccc(F)c(Cl)c4)C3C2=O)c1 (configuration not stated)
 : -1, 30
#61 Cn1c(=O)c(-c2nc(-c3cccc(F)c3)no2)c(O)c2ccc(F)cc21
 : 2, -4
#72 Cn1c(-c2ccccn2)nn(CCNS(=O)(=O)c2ccc(F)cc2F)c1=O
 : -12, -16

(more compounds)
Results follow in this order: Pf apPOL inh, mHTT-CaM PPI inh
#81 Oc1ccccc1CNCCC12CC3CC(CC(C3)C1)C2
 : -5, 4
#82 O=C(CSCCOc1ccccc1)NCc1ccco1
 : -3, .
#83 Cc1ccc(C(=O)N2CCN(C(=O)c3ccccc3)C2c2ccc(N(C)C)cc2)cc1 (configuration not stated)
 : 6, 40
#84 O=C(O)CCC(NC(=O)c1ccc(I)cc1)C(=O)O (configuration not stated)
 : -11, -7
#85 O=C(c1ccc(C(F)(F)F)cc1)N1CCC(c2noc(-c3cccc(F)c3)n2)CC1
 : -2, -6
#86 COc1ccc(-n2c(-c3cccs3)n[nH]c2=S)cc1
 : -3, .
#87 CC(C)OCCCNC(=O)C1CCN(c2ncnc3c2nc2n3CCCCC2)CC1
 : 8, -4
#88 Cc1cccc(OCC(=O)Nc2ccncc2)c1
 : 17, -1
#89 CCn1cc(CN2CCCCC2c2nncn2-c2ccccc2)cn1 (configuration not stated)
 : -6, 0
#90 CCNC(=O)N1CCCC(c2cccc(C(=O)NCCC3=CCCCC3)c2)C1 (configuration not stated)
 : -2, 39
#91 CC1=NN(c2ccc(Br)cc2)C(=O)/C1=C/c1ccc(N(C)C)c([N+](=O)[O-])c1
 : -5, 6

Reprinted at random: two entries already listed
Results follow in this order: Pf apPOL inh, mHTT-CaM PPI inh
#88 Cc1cccc(OCC(=O)Nc2ccncc2)c1
 : 17, -1
#85 O=C(c1ccc(C(F)(F)F)cc1)N1CCC(c2noc(-c3cccc(F)c3)n2)CC1
 : -2, -6

Numbers 89 to 91 from above:
Results follow in this order: Pf apPOL inh, mHTT-CaM PPI inh
#89 CCn1cc(CN2CCCCC2c2nncn2-c2ccccc2)cn1 (configuration not stated)
 : -6, 0
#90 CCNC(=O)N1CCCC(c2cccc(C(=O)NCCC3=CCCCC3)c2)C1 (configuration not stated)
 : -2, 39
#91 CC1=NN(c2ccc(Br)cc2)C(=O)/C1=C/c1ccc(N(C)C)c([N+](=O)[O-])c1
 : -5, 6

Some of the compounds tested; count on the stated rates, not on these rows.
